Source: PubChem BioAssay
HT1080 IDH1KD tx: kills HT-1080 cells with IDH1 knockdown; Potency, µM (doses to about 46.1 µM), inactives show at the highest dose activity, negative = toxicity, most hits filed as cytotoxic; AID 686971; HT-1080 IDH1 knockdown viability, ATP luminescence, 48 h; 2% of 360,000 active;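 also: potency is read from the fitted curve at half-maximal effect; 0% = DMSO wells and -100% = cell-free medium wells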
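Viability of IDH1-knockdown HT-1080 fibrosarcoma cells was assessed by CellTiter-Glo after 48 h at 37 °C with titrated compound; concentration-effect curves were classified by fit quality and response size.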
HT1080NT lethal: kills 2HG-producing HT-1080-NT fibrosarcoma cells; HT-1080-NT fibrosarcoma viability, CellTiter-Glo ATP luminescence, 48 h; Potency, µM (titrated, usually from 46.1 µM), inactives show top-dose activity, negative = less viability, hits mostly cytotoxic; 1.6% of 360,000 active; AID 686970;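 also: NT is the 2HG producing partner of a matched IDH1 knockdown line; potency is read from the fitted curve at half-maximal effect; 0% = DMSO-treated cells and -100% = media-only wells without cells; nearly all actives have a fitted effect of over 55% in size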
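Read-out is CellTiter-Glo luminescence after 10 minutes at room temperature, following 48 hours' compound treatment of HT-1080-NT cells (750 cells/well, RPMI, 5% FBS, 37 degrees C).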
KB-V1 MDR tox: KB-V1 MDR subline cytotoxicity | Potency, µM (doses to about 46.1 µM), without a hit: top-dose activity change, negative = cytotoxicity, hits mostly cytotoxic | 3.4% of 400,000 active | KB-V1 MDR cells viability, CellTiter-Glo, 72 h; also: potency is read from the fitted curve at half-maximal effect; % is scaled to controls: 0 for no effect and ±100 for the full control effect; nearly all actives have a fitted effect of over 60% in size
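KB-V1 cells (P-gp-expressing MDR subline of KB-3-1) in phenol-red-free DMEM with 10% FBS were exposed to library compounds over a concentration series for 72 h at 37 degrees C. Viability read by CellTiter-Glo luminescence; concentration-effect curves fitted after normalization.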
KB-3-1 tox: KB-3-1 parental cell cytotoxicity; 1.4% of 400,000 active; Potency, µM (doses to about 46.1 µM), without a hit: at the top dose activity change, negative = cytotoxic, actives largely listed as cytotoxic; KB-3-1 viability, CellTiter-Glo ATP luminescence, 72 h; also: potency is read from the fitted curve at half-maximal effect; % is scaled to controls: 0 for no effect and ±100 for the full control effect; nearly all actives have a fitted effect of over 60% in size
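72 h, 37 °C compound treatment of KB-3-1 parental cells; CellTiter-Glo added, 10 min, luminescence read. Data corrected against DMSO-only plates and normalized before curve fitting.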
MCF10A rereplic: induces DNA re-replication in MCF 10a normal breast cells; MCF 10A DNA re-replication, Hoechst nuclear intensity, 48 h; Potency, µM (series often up to 46.1 µM), inactives show top-dose activity, positive = re-replication, usual class: activators; 2.9% of 350,000 active; AID 624296; also: potency is read from the fitted curve at half-maximal effect; % of control where 0% means no effect; nearly all actives have a fitted effect of over 50% in size
IL1B secr inh: blocks inflammasome-driven IL-1 beta release. AID 743279. THP-1 LPS/ATP IL-1B secretion, AlphaLISA, 16 h; active compounds read low. 4.7% of 360,000 active. activity change, % at 57.5 µM; in the data active = activity change below about -50%; inconclusive = mostly about -30% to -49%; also: % is scaled to controls: 0 for no effect and ±100 for the full control effect
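Secreted IL-1B measured by AlphaLISA bead assay after 16 h compound exposure of THP-1 cells; compounds (final up to 57.5 uM) added 1 h before LPS (250 ng/mL) and ATP (1.25 mM) stimulation; lower signal means less secretion.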
ATXN viability: cell viability loss in ATXN counter-screen; Potency, µM (series often up to 56.7 µM), hits mostly cytotoxic; 0.49% of 400,000 active; AID 651635; S2 cells (HEK-293 line with an ATXN2-luciferase reporter) viability, CellTiter-Fluor protease fluorescence, 24 h; also: potency is read from the fitted curve at half-maximal effect; nearly all actives have a fitted effect of over 40% in size
ATXN2 expr inh: inhibitors of ATXN2 expression. AID 1745845. HEK-293 ATXN2-luciferase reporter, luminescence, 24 h. Potency, µM (series often up to 57 µM), without a hit: top-dose activity change, negative = inhibition, actives largely listed as inhibitors. 0.72% of 360,000 active; also: potency is read from the fitted curve at half-maximal effect; % is scaled to controls: 0 for no effect and ±100 for the full control effect; nearly all actives have a fitted effect of over 55% in size
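qHTS (up to 57 uM final) was run with 24 h compound exposure of reporter cells at 37 °C. Each well was multiplexed: SteadyGlo luminescence measured ATXN2-luciferase expression after a fluorogenic Gly-Phe-AFC viability readout (25 uM final).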
SW480 rerep: DNA re-replication induction in SW480 cells; SW480 DNA re-replication, Hoechst DNA content imaging, 48 h; Potency, µM (series often up to 46.1 µM), for the others: at the top dose re-replication activation, usual class: activators; 1.8% of 340,000 active; AID 624297; also: potency is read from the fitted curve at half-maximal effect; % of control where 0% means no effect; nearly all actives have a fitted effect of over 55% in size
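Treated cells incubate 48 hr (37 C, 5% CO2), are stained 40 min with Hoechst, and nuclear fluorescence is enumerated; a rise in nuclei with high DNA signal marks re-replication.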
Active calls of the source: *; i = inactive; ? = inconclusive; . = not tested or not shown; [ ] = dose if it differs, or a comment. Unless noted, calls follow the shape of the dose curve; as a rule, active = well fitted curve in the direction sought with a large enough effect; inconclusive = small, poorly fitted or top-dose-only effect, or another doubt; inactive = no such curve, though single readings can be large; an effect the other way counts as inactive or inconclusive.

Molecule,KB-V1 MDR tox,HT1080 IDH1KD tx,SW480 rerep,IL1B secr inh,MCF10A rereplic,KB-3-1 tox,HT1080NT lethal,ATXN viability,ATXN2 expr inh
COc1ccc(N2CCN(C(CNC(=O)C3CCCCC3)c3cccnc3)CC2)cc1 (configuration not stated),-7%,-3%,-3%[9.22 µM],3,16%,-8%,-8%,i,-9%
COC/C=C/C1=CC2=CC(=O)C(C)(OC(=O)c3cnc4ccccc4n3)C(=O)C2=CN1C(CO)CO (configuration not stated),11%,7%,1%,20,-4%,11%,7%,i,14%
C#CCNC(=O)C1=C[C@H](c2cn(C(C)=O)c3ccccc23)[C@@H](CCCO)[C@H](OCC)O1,1%,-2%,-5%,23,-1%,14%,2%,i,5%
CSc1nc2ccccc2c(=O)n1C1CCOC(C)(C)C1 (configuration not stated),-29%,-2%,-30%,-2,26%,-4%,2%,i,-15%
Fc1ccc(-[n+]2nc(Nc3ccccc3)sc2-c2cccc(Cl)c2Cl)cc1,-29%,-11%,-2%,-4,-5%,17%,-9%,i,-2%
CCC(C)N(C(=O)CCC(=O)Nc1cc(C)on1)C(C(=O)NC(C)(C)C)c1ccccc1Cl (configuration not stated),?,3%,-3%,22,1%,-8%,-16%,i,-8%
CCOc1ccc(OCC)c(NC(=O)C2CCN(c3nnc(-n4cccc4)s3)CC2)c1,3%,.,.,.,.,2%,.,i,-9%
CC(=O)Nc1ccc(Oc2cc(C#N)c(C#N)cc2N2CCOCC2)cc1,-7%,-9%,-7%,-17,-2%,9%,1%,i,-2%
CN1C(=O)CSc2ccc(C(=O)O)cc21,8%,2%,3%,-2,4%,-2%,6%,i,-1%
CCN(C(=O)COC(=O)c1cc(S(=O)(=O)N2CCc3ccccc32)ccc1OC)C1CCS(=O)(=O)C1 (configuration not stated),8%,2%,-6%,20,1%,2%,-19%,i,0%[11.3 µM]
CCCCCCC(=O)N=Nc1c(O)[nH]c2ccc([N+](=O)[O-])cc12,-31%,15%,-5%,34,-2%,3%,5%,i,8%
COc1cccc(OCCCCCCN2CCOCC2)c1,-6%,-9%,0%,-4,11%,10%,-10%,i,-12%
CCCS(=O)(=O)N1CCC(C(=O)NCCCOC)CC1,7%,25%,-7%,8,0%,12%,20%,i,-2%
CCc1ccc(OCC(=O)N/N=C/c2cc([N+](=O)[O-])ccc2N2CCCCCC2)cc1,-11%,4%,-6%,-16,6%,-6%,7%,i,2%
CC1CCCN(CCOCCSc2ccccc2)C1 (configuration not stated),24%,8%,?,5,?,0%,6%,i,-15%

3 entries already listed, ordered by molar mass, low to high.
Molecule,KB-V1 MDR tox,HT1080 IDH1KD tx,SW480 rerep,IL1B secr inh,MCF10A rereplic,KB-3-1 tox,HT1080NT lethal,ATXN viability,ATXN2 expr inh
CCCS(=O)(=O)N1CCC(C(=O)NCCCOC)CC1,7%,25%,-7%,8,0%,12%,20%,i,-2%
CC(=O)Nc1ccc(Oc2cc(C#N)c(C#N)cc2N2CCOCC2)cc1,-7%,-9%,-7%,-17,-2%,9%,1%,i,-2%
COC/C=C/C1=CC2=CC(=O)C(C)(OC(=O)c3cnc4ccccc4n3)C(=O)C2=CN1C(CO)CO (configuration not stated),11%,7%,1%,20,-4%,11%,7%,i,14%

More entries.
Molecule,KB-V1 MDR tox,HT1080 IDH1KD tx,SW480 rerep,IL1B secr inh,MCF10A rereplic,KB-3-1 tox,HT1080NT lethal,ATXN viability,ATXN2 expr inh
CCn1cnc2scc(-c3ccc(OC)cc3)c2c1=O,20%,5%,?,?,25%,13%,16%,i,-1%
COc1ccc(C(=O)N2CC3(C)CC2CC(C)(C)C3)cc1OC (configuration not stated),23µM*,-4%,28%,-18,19%,-16%,-4%,i,3%
COC(=O)CN1C(=O)COc2ccc(S(=O)(=O)N3CCCCCC3)cc21,-6%,6%,-11%,32,-7%,-4%,-1%,i,.
O=C(CCOc1ccccc1)Nc1ccccc1F,?,13%,?,6,-3%,0%,9%,i,.
O=C(NNc1nc(N2CCCC2)nc(N2CCCC2)n1)c1ccccc1,15%,10%,-1%,0,-3%,2%,11%,?,1%
COc1ccc(N(CC(=O)N2CCOCC2)S(C)(=O)=O)cc1,2%,14%,-2%,-19,0%,-3%,1%,i,-18%
CCC1(CC)NC(=S)N(Nc2ccccc2)C1=O,-8%,1%,2%,14,1%,1%,5%,i,-13%
COCCNC(=O)c1cccc(C)c1[N+](=O)[O-],-11%,6%,-77%[inhibitor],27,-7%,1%,-7%,i,4%
CC(=O)c1cccc(NC(=O)NC2CC3CCCC(C2)N3CC(C)C)c1 (configuration not stated),-5%,1%,-1%,26,5%,5%,-2%,i,0%
CCC(Oc1ccccc1)C(=O)OCC(=O)Nc1c(C)nn(-c2ccccc2)c1C (configuration not stated),19%,12%,.,9,.,0%,14%,?,.
CCCCN(C)CCNC(=O)c1cc(-c2ccc(Cl)s2)nc2ccccc12,-3%,.,.,.,.,-10%,.,i,-24%
CCCc1nc(SCC(=O)Nc2nnc(CC)s2)c2c(=O)n(C)c(=O)n(C)c2n1,-12%,0%,10%,29,7%,-17%,0%,i,-4%
COc1ccc(C2=NS(=O)(=O)N(C)C(C(=O)NCc3ccc(F)cc3)=C2)cc1OC,-13%,2%,-4%,-7,0%,4%,-6%,?,7%
Cc1cccc(C)c1NS(=O)(=O)c1ccc2c(c1)C(=O)c1ccccc1C2=O,?,5%,-6%,5,27%,-2%,-2%,i,-11%
CCCCCC(=O)NC(=S)NC1C2CC3CC(C2)CC1C3 (configuration not stated),?,?,-71%[inhibitor],77,?,0%,?,i,41%[activator]
CCc1ccc(NC(=O)c2cnn(-c3c(C)cccc3C)c2C2CCN(C(=O)OC(C)(C)C)CC2)cc1,?,.,.,.,.,?,.,i,14%
O=C(CSCc1cc(=O)[nH][nH]1)Nc1ccc(F)cc1,?,22%,2%,40,2%,7%,1%,i,-22%
Cc1ccccc1OC1(C)CCN(Cc2ccc(-c3ccccn3)cc2)C1 (configuration not stated),-2%,?,.,5,.,0%,?,?,-12%
Cc1cc(C)c2c(=O)[nH]c(SCC(=O)c3ccc(C(C)C)cc3)nc2n1,16µM*,12%,-6%,-14,?,10%,11%,i,-6%
COC(=O)CC1Oc2ccc(F)cc2-n2cc(-c3ccc(C)cc3)nc21 (configuration not stated),16%,.,.,.,.,-3%,.,i,-20%
Cc1cccc(NC(=S)N(Cc2cccc(Br)c2)CC2CCC(C(=O)O)CC2)c1 (configuration not stated),-16%,-3%,-3%,-13,3%,-11%,-6%,i,.
Cc1ccc(-c2nc(CSc3nc4ccccc4c(=O)n3CCO)cs2)cc1,-1%,-22%,0%,-10,?,-29%,-26%,i,36%[activator]
Cc1ccc(NC(=O)CSCc2cc(=O)n3ccsc3n2)cc1,-18%,15%,-5%,63,-1%,-20%,-1%,i,-1%
Cc1cc(C)c2c(CN3CCN(C/C=C/c4ccccc4)CC3)cc(=O)oc2c1,?,?,5%,?,17%,-4%,?,i,-12%
O=C1CCC(C(=O)Nc2cccc(S(=O)(=O)Nc3ccccc3F)c2)=NN1,3%,2%,3%,-12,11%,-10%,?,i,5%
O=C(CNc1cccc(S(=O)(=O)N2CCOCC2)c1)Nc1cccc(Br)c1,?,-7%,0%,-3,12%,?,-6%,i,-16%
O=C(Nc1ccccc1)C1=C[C@H](C2CC2)C[C@H](OCCCCO)O1,-6%,1%,0%,14,4%,0%,3%,i,30%
CCC(C)(C)NC(=O)C(OC(=O)c1ccco1)c1ccccc1F (configuration not stated),4%,5%,-29%,17,12%,1%,14%,i,-5%
CCOC(=O)[C@H]1[C@H]2COc3cc(OC)ccc3[C@@H]2N2C(=O)N(c3cccc(Cl)c3)C(=O)[C@@]12C,?,-6%,13%,-2,40%,-15%,-28%,i,3%
COc1ccc(S(=O)(=O)N2CCOCC2)cc1NC(=O)CCOc1ccc(C(C)(C)C)cc1,-4%,0%,-5%,8,8%,0%,4%,i,5%
CC1CCN(S(=O)(=O)c2ccc3c(ccc(=O)n3CC(=O)NCc3ccc(Cl)cc3)c2)CC1,-4%,.,.,.,.,-4%,.,i,-32%
COc1cc2c(cc1OC)C(=O)Cc1ccc3c(c1CN(C)CC2)OCO3,-24%,-7%,-4%,22,3%,0%,-8%,i,0%
O=C(CN1CCN(c2ncccn2)CC1)N1CCCC1,7%,13%,4%,15,-6%,10%,14%,i,17%
COc1ccc(C)cc1NC(=O)c1cccc(C(=O)Nc2cc(C)ccc2OC)c1,-5%,7%,-36%[inhibitor],?,-6%,-14%,5%,i,9%
CCOC(=O)C(NC(C)=O)(Nc1ccc(S(=O)(=O)Nc2ccncn2)cc1)C(F)(F)F (configuration not stated),7%,24%,-3%,24,-2%,24%,?,i,7%
S=c1[nH]nc(COc2ccc(Cl)cc2)n1Cc1ccco1,0%,-8%,-5%,12,25%,0%,-7%,i,-7%
CS(=O)(=O)c1ccc(C(=O)Nc2cc(-c3ccccc3)nn2-c2ccccc2)cc1,5%,-8%,-5%,0,6%,-4%,-10%,i,-12%
COc1cccc(OC)c1C(=O)NCCNc1nc2cc(C)cc(C)c2cc1C#N,?,10%,.,?,.,-14%,7%,.,.
O=C(COc1ccc(Cl)cc1)NNC(=O)c1ccc(=O)[nH]c1,22%,0%,-1%,9,0%,0%,-2%,i,-2%
COC(=O)c1ccccc1NC(=O)c1cc(-c2ccc(Cl)cc2)on1,27%,.,.,.,.,6%,.,i,10%
COc1ccccc1/C=C1\SC(=S)N(CC(=O)NC2CCS(=O)(=O)C2)C1=O (configuration not stated),18%,0%,-8%,0,-19%,-4%,-1%,i,13%
CS(=O)(=O)c1ccccc1C(=O)Nc1nc2ccccc2[nH]1,-3%,18%,26%,0,7%,-1%,18%,i,45%[activator]
COc1ccc(CCC(=O)NNC(=O)c2cc(Cl)ccc2OC)cc1,-16%,-2%,-1%,4,5%,12%,8%,i,2%
